# Mdm2-MdmX inh: inhibitors of human Mdm2/MdmX interaction; O15151+Q00987; inhibition, % at 8 µM; SaOS-2 split-luciferase Mdm2/MdmX complementation, luminescence; 3% of 330,000 active;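 active = inhibition of at least 50% at 8 µM in the primary screen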
# Target sequence (O15151 whole entry, looked up): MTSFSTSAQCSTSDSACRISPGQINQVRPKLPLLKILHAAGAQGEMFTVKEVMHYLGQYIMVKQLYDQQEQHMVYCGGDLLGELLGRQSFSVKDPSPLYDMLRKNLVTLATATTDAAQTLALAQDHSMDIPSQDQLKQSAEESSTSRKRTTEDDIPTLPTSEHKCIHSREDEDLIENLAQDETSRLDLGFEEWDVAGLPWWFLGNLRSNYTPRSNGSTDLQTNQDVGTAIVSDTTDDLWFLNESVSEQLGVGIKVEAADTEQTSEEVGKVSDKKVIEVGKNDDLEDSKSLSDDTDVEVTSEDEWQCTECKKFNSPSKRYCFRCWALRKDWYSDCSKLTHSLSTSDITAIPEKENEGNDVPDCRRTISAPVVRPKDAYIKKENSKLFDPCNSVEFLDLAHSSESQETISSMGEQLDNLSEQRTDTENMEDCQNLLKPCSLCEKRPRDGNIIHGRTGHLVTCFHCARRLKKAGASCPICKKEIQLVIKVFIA
# Target sequence (Q00987 whole entry, looked up): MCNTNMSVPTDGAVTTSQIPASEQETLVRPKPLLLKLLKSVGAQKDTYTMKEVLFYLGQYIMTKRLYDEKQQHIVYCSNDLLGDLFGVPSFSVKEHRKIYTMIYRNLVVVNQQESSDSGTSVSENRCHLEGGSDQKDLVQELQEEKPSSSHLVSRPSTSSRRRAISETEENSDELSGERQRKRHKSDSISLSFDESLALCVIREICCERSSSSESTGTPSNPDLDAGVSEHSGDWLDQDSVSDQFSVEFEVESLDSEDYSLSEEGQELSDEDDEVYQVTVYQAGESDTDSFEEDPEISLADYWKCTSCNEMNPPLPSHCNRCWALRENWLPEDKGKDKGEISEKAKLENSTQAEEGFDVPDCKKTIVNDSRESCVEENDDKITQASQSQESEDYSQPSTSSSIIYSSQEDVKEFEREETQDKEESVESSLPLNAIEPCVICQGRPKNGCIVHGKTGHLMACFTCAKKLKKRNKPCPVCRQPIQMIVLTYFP
# tim10-1 inh: inhibits growth of tim10-1 mutant yeast | AID 463190 | 2.2% of 330,000 active | inhibition, % at 20 µM | S. cerevisiae tim10-1 ts strain growth, BacTiter-Glo, 24 h;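 active = inhibition of at least 40%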;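 also: mutant grown at 25 °C; 0% = DMSO wells with yeast and 100% = wells holding no yeast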
# CHOP UPR activ: apoptotic UPR (CHOP) activation | CHO-CHOP luciferase reporter, luminescence; percent of tunicamycin response over DMSO baseline | 0.34% of 330,000 active | activation, % at 10 µM;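 active = at 10 µM dose, activation of 40% or more, normalized to positive control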;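 also: 100% = tunicamycin at 10 µg/mL and 0% = DMSO alone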
#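 Assay system: CHO cells with stable CHOP pathway luciferase reporter; Buffer or medium: F12 plus 10% serum; Times: 16-18 h cell attachment, then 6 h compound exposure, 37 °C; Signal: luciferase luminescence; Read-out basis: percent activation relative to tunicamycin control; Control set: tunicamycin high control, DMSO low control.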
# Jurkat NFkB inh: lowers PMA/ionomycin-induced NF-kB signal in Jurkat cells | inhibition, % at 4 µM | PMA/ionomycin-induced NF-kB luciferase reporter, luminescence | 0.53% of 330,000 active | AID 435003; in the data active = inhibition above about 50%
# tim23-1 inh: growth inhibitors of tim23-1 mutant yeast; S. cerevisiae tim23-1 growth, BacTiter-Glo luminescence, 24 h; inhibition, % at 20 µM; 1.3% of 330,000 active; AID 463212;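 active = growth inhibition of the mutant yeast at or above 50%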;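 also: temperature-sensitive mutant grown at 25 °C; plate controls were DMSO-treated mutant yeast for no effect and medium wells lacking yeast for full effect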
# TIM10 inh: growth inhibitors of TIM10 yeast strain; inhibition, % at 10 µM; AID 463195; 1.4% of 330,000 active; S. cerevisiae TIM10 strain growth, BacTiter-Glo luminescence, 24 h;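 active = inhibition of 40% or more at the single tested concentration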;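 also: wild-type TIM10 isogenic control strain grown at permissive 25 °C; 0% = DMSO yeast wells and 100% = minimal medium wells without yeast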
# XBP1 UPR activ: activators of adaptive arm of unfolded protein response (XBP1); CHO-XBP1 luciferase reporter, IRE1-XBP1 UPR activation, luminescence; percent of tunicamycin response, DMSO as zero; activation, % at 20 µM; 0.33% of 330,000 active;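 active = versus positive control, 20 µM dose yields 30% or more activation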;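 also: 100% = tunicamycin at 10 µg/mL and 0% = DMSO only wells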
#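 incubation = overnight seeding at 37 °C, 6 h compound treatment at 37 °C | assay system = CHO-XBP1 cells stably carrying IRE1-XBP1-driven luciferase reporter | input = 1000 cells per well | detection = luciferase luminescence | dosing = single point, 20 µM final compound, 1% DMSO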
# 697 NFkB inh: lowers PMA/ionomycin-induced NF-kB signal in 697 B cells. 697 B-cell NF-kB luciferase reporter, 16 h. inhibition, % at 4 µM. 0.33% of 330,000 active. AID 435022; in the data active = inhibition above about 35%
# * hit, by the source's call.
SMILES,Mdm2-MdmX inh,tim10-1 inh,CHOP UPR activ,Jurkat NFkB inh,tim23-1 inh,TIM10 inh,XBP1 UPR activ,697 NFkB inh
CCCC[C@@H]1CN=C(N)N1CC(C)(C)C,16,3,1.0,8,14,-2,1,14
COc1ccc(CN2CCC(CO)(Cc3ccccc3C(F)(F)F)CC2)c(F)c1,24,-49,-0.3,7,-8,-50,0,8
COc1ccc2c(c1)C=C(CN1CCC(CO)(CCc3ccccc3)CC1)CO2,15,12,-0.3,-11,7,1,-2,19
COc1cccc(NC(=O)CNC(=O)N2CC(=O)Nc3ccccc32)c1,-2,-15,-1.7,-19,2,1,-2,-5
O=C(c1ccco1)N1N=C(c2ccc(Br)cc2)CC1(O)C(F)(F)F (stereo unspecified),-4,7,-1.0,-7,18,10,0,32
S=C(Nc1ccccc1Cl)N(CCN1CCCCC1)Cc1ccco1,-6,8,0.2,-1,17,0,-2,11
CCOc1ccc(-c2cc(N3C(=O)Nc4ccccc4N3O)n[nH]2)cc1,-1,4,0.2,22,1,-1,-2,-16
CSc1ncccc1C(=O)OCC(=O)N1CCc2ccccc21,4,-13,-0.2,-28,-5,-3,0,-4
COc1cccc(CNC(=O)C2CCN(S(=O)(=O)c3cccc4cccnc34)CC2)c1,20,14,5.5,-16,16,10,-3,-32
O=C(c1cccc(F)c1)N1CCC2(CC1)NCCc1[nH]cnc12,13,5,-1.9,-5,1,-10,0,15
CCOC(=O)c1c(CNc2ccncc2)n(C)c2cc(Br)c(O)cc12,21,-3,0.8,6,-5,6,-2,3
Cc1cc(C(F)(F)F)c2c(C)nn(-c3ccccc3)c2n1,-14,7,1.8,12,-1,10,1,3
S=C(N/N=C/c1ccccc1Cl)Nc1cccc(Cl)c1Cl,39,41*,1.8,23,30,25,6,-7
Nn1c(SCC(=O)NC2CCCCC2)nnc1-c1ccccc1,20,12,-1.3,6,3,0,-2,24
CC1CCCCC1NC(=O)c1cc(S(=O)(=O)N2CCOCC2)ccc1Cl (stereo unspecified),15,11,1.0,8,21,3,-1,-2
CCN(C(=O)CSc1nnc(Nc2ccc(OC)cc2)s1)C1CCS(=O)(=O)C1 (stereo unspecified),0,-7,0.7,-14,7,1,1,-24
Cc1ccc(S(=O)(=O)N2[C@@H](c3cccc(Cl)c3)C(C(=O)O)=CC[C@H]2c2cccs2)cc1,15,1,-0.2,1,-6,-16,0,27
Cc1ccc(Nc2cccc(C(F)(F)F)c2)nn1,-6,22,1.6,-38,17,6,0,-2
Cc1nc2sc(C(N)=O)c(N)c2c(C)c1CC(=O)c1ccccc1,58*,10,4.7,23,9,11,4,-3
O=C1CCc2cc(S(=O)(=O)NCc3ccccc3Cl)ccc2N1,-2,-3,-0.9,-2,-1,-3,0,15
COc1ccc(C(=O)C(C)OC(=O)c2cccc(S(=O)(=O)Nc3cc(Cl)c(OC)cc3OC)c2)cc1 (stereo unspecified),-13,22,3.7,11,13,17,0,-1
O=C(CN1CCN(S(=O)(=O)c2ccc(F)cc2)CC1)Nc1ccccc1F,14,16,0.7,-6,19,-1,-3,9
[O-][n+]1onc2c1CCc1nnccc1-2,16,-2,-0.8,0,-4,2,0,-6
CCOc1ccc(NS(=O)(=O)c2ccc(C(=O)NCC(C)(C)N3CCOCC3)cc2)cc1,5,3,-0.2,-1,9,-5,1,-9
COc1cc(C(=O)N/N=C/c2ccccn2)cc(OC)c1OC,15,14,-0.5,6,10,7,3,-16
Cn1c2cc(C#N)sc2c2cnn(Cc3ccc(F)cc3)c(=O)c21,29,3,0.3,7,0,1,-4,19
CCN1CCN(C(=S)c2ccc(SC)cc2)CC1,7,-4,-4.1,-3,21,-6,1,-14
Cc1nnc(SCC(=O)Nc2ccc(F)cc2)n(N)c1=O,8,-4,-1.5,6,-7,-4,-3,-7
CCCN(C(=O)c1nc2nc(C)cc(C)n2n1)c1c(N)n(Cc2ccccc2)c(=O)[nH]c1=O,20,-17,0.9,3,-4,6,-4,23
CC1CCN(S(=O)(=O)c2nnc(NC(=O)COc3ccccc3F)s2)CC1,-11,7,1.0,8,1,3,-1,-20
CN1C(=O)/C(=C\c2ccco2)N=C1c1ccc(Cl)cc1Cl,7,20,0.4,-23,71*,30,1,-37
O=C(c1cccc(C(F)(F)F)c1)N1CCN(S(=O)(=O)c2ccc(Cl)s2)CC1,32,30,-0.3,11,34,17,-4,-1
COC(=O)c1cc(S(=O)(=O)Nc2nn(C)c3ccccc23)oc1C,9,13,-1.8,8,17,21,-2,8
COC(=O)c1cc(C#N)c(OC(C)C)nc1C,-23,1,-0.7,7,-2,-11,2,1
Cc1ccccc1OCC(=O)NN1C(=O)C2C3C=CC(O3)C2C1=O (stereo unspecified),13,6,-0.4,7,-3,14,0,-4
Cc1nnc2sc(-c3ccc(-c4ccc(Cl)c(C(F)(F)F)c4)o3)nn12,1,15,-1.1,38,-4,13,-2,-14
COc1cccc(CC2(CO)CCN(Cc3cnc(N4CCOCC4)s3)CC2)c1,13,0,-2.4,14,3,9,-3,-4
Cc1ccc(NCN2C(=O)C(=O)c3ccccc32)nc1,10,-9,-0.6,-4,8,-8,2,8
O=C1C(C=Nc2ccc(F)cc2)=C(O)c2ccccc21,-65,12,-3.6,-55,1,16,-8,-131
Cc1ccc(S(=O)(=O)Nc2ccccc2C(=O)N2CCCCCC2)cc1,3,4,-1.3,-7,27,0,-2,-8
O=C(NCCN1CCc2ccccc2C1)C1CC(=O)N(C2CCCC2)C1 (stereo unspecified),-17,18,-0.1,-9,14,-8,-2,2
O=C(COc1cccnc1[N+](=O)[O-])Nc1ccccc1Sc1ccccc1,-18,-32,-1.5,-1,4,-25,0,-14
Cc1nn(-c2ccccc2)c(Cl)c1/C=N/Nc1nc2ccccc2n1C,-93,31,14,-75,8,14,3,-133
Cc1ccc(N2CC(C(=O)NCCS(=O)(=O)N3CCN(c4ccccc4F)CC3)CC2=O)cc1 (stereo unspecified),23,16,2.2,9,9,-7,-1,14
COCCN(Cc1ccccc1)C(=O)c1cccc(S(=O)(=O)N2CCN(c3ccccc3)CC2)c1,28,13,0.3,11,-6,0,-5,-40
C/C(CC(=O)Nc1ccc(C)c(Cl)c1)=N\NC(=O)C1CCCCC1,13,19,0.2,17,33,-1,-4,6
Cc1ccc(OCC(=O)N/N=C/c2ccncc2)cc1C,16,2,-2.5,-5,-7,0,0,-6
CN(CC(=O)NCCCN1CCOCC1)S(=O)(=O)c1cc(Cl)ccc1Cl,5,-15,1.7,-8,5,-14,1,7
CN1CCN(/C(=N\S(=O)(=O)c2ccc(F)cc2)c2ccccc2)CC1,8,3,-0.8,1,9,10,-2,3
CC(NC(=O)Nc1ccc(Cl)cc1)c1ccc2c(c1)OCO2 (stereo unspecified),36,11,-0.6,5,20,-4,-1,-109
CCCn1c2c(c(=N)c3c1CCC3)CCCC2,24,-13,-2.0,15,-1,6,-1,7
Cc1ccsc1C1Nc2ccccc2C(=O)N1O (stereo unspecified),18,-1,0.5,-16,-3,1,1,-33
CC1Oc2ccccc2N(CC(=O)NCCN2CCOCC2)C1=O (stereo unspecified),11,6,1.3,-3,-8,1,2,14
O=C1c2ccccc2NC(c2cccc(F)c2)N1Cc1ccccc1 (stereo unspecified),19,14,9.2,-2,40,26,0,7
O=C(Nc1ccccc1NC(=O)c1ccccc1F)c1ccccc1F,-8,8,1.5,-2,17,11,-4,3
COc1ccccc1C(=O)Nc1ccc2nc(SCC(=O)N(C)C)sc2c1,22,26,-1.0,-1,17,-4,0,24
COc1ccc(NC(=O)Cc2ccc(C)cc2)cc1S(=O)(=O)N1CCCCC1,26,-24,1.5,-4,-4,-21,-5,8
C1CC(CN2CCOCC2)CN(c2nc3nonc3nc2N2CCSCC2)C1 (stereo unspecified),2,0,0.0,-3,9,-16,3,20
CCOc1ccc2[nH]c(C)c(CN3CCN(C)CC3)c(=O)c2c1,5,4,1.8,1,6,-1,-3,11
c1ccc(CSc2nccc(-c3ccco3)n2)cc1,18,1,3.5,-13,4,-13,4,-38
# (listing goes on)
SMILES,Mdm2-MdmX inh,tim10-1 inh,CHOP UPR activ,Jurkat NFkB inh,tim23-1 inh,TIM10 inh,XBP1 UPR activ,697 NFkB inh
COC(=O)C1=C(C)N(Cc2ccccc2)C(=NCC(C)C)N[C@H]1c1cccc(C(F)(F)F)c1,99*,9,2.7,6,28,14,15,14
Cc1cc(C)n(-c2ccc(F)cc2CN2CCN(C3CCCC3)C(CCO)C2)n1 (stereo unspecified),-9,16,-0.2,6,2,-4,-2,17
Cn1c(=O)c2c(ncn2CCNC2=NCCCCC2)n(C)c1=O,1,15,1.5,5,13,2,0,14
CCOC(=O)C(NC(=O)CC(C)C)(Nc1cc(C)on1)C(F)(F)F (stereo unspecified),6,6,1.1,3,8,10,1,19
OCCN(Cc1ccccc1)Cc1ccc(Cl)cc1,8,-2,-0.5,8,-5,-5,-1,12
Cc1nn(C)c(C)c1S(=O)(=O)N1CCC(C(=O)NC(C)c2ccccc2)CC1 (stereo unspecified),16,-7,2.8,-5,-10,-2,0,0
COc1ccc(-c2nn(-c3ccccc3)cc2CNCc2cccnc2)c(F)c1,-14,15,-0.8,-7,18,15,2,-11
O=C(Nc1ccc(C(=O)N2CCC(O)(c3ccc(Cl)c(C(F)(F)F)c3)CC2)cc1)c1ccc(Br)o1,29,35,0.9,-1,41,16,0,-31
CCOC(=O)Cn1nc(/C=C/c2ccc(C(C)C)cc2)ccc1=O,4,17,2.8,-35,26,12,0,-47
COc1ccc(N(CC(=O)Nc2cc(C)ccc2C)S(=O)(=O)c2c(C)nn(C)c2C)cc1,-25,20,0.9,-5,17,8,-3,9
CCCOCC1CC2(CC(C)(c3csc(N)n3)OC2=O)C(=O)O1 (stereo unspecified),-36,10,-0.4,8,14,12,-2,-30
C=C(C)Cn1c(N)cc(=O)nc1SCC(=O)Nc1cccc(C(F)(F)F)c1,30,-4,0.1,17,5,-5,-3,31
CCc1cc(=O)oc2cc(OC(C)C(=O)NCC3CCC(C(=O)O)CC3)c(Cl)cc12 (stereo unspecified),5,3,-1.8,1,-17,7,1,22
O=C(Nc1c2c(nn1-c1ccccc1)CS(=O)C2)c1ccc2c(c1)OCO2 (stereo unspecified),-4,-10,-0.8,12,0,3,-4,-16
Cc1cccc(N2C(=O)CS/C2=N\NC(=O)c2ccc(Cl)cc2)c1C,-3,2,2.5,7,-1,3,2,-3

# Arranged by SMILES length (lowest first): some entries from above
SMILES,Mdm2-MdmX inh,tim10-1 inh,CHOP UPR activ,Jurkat NFkB inh,tim23-1 inh,TIM10 inh,XBP1 UPR activ,697 NFkB inh
CCOC(=O)Cn1nc(/C=C/c2ccc(C(C)C)cc2)ccc1=O,4,17,2.8,-35,26,12,0,-47
O=C(Nc1c2c(nn1-c1ccccc1)CS(=O)C2)c1ccc2c(c1)OCO2 (stereo unspecified),-4,-10,-0.8,12,0,3,-4,-16
Cc1nn(C)c(C)c1S(=O)(=O)N1CCC(C(=O)NC(C)c2ccccc2)CC1 (stereo unspecified),16,-7,2.8,-5,-10,-2,0,0

# Some entries already given, showing only Jurkat NFkB inh.
Compound	Jurkat NFkB inh
Cc1cc(C)n(-c2ccc(F)cc2CN2CCN(C3CCCC3)C(CCO)C2)n1 (stereo unspecified)	6
Cn1c(=O)c2c(ncn2CCNC2=NCCCCC2)n(C)c1=O	5

# (listing goes on)
SMILES,Mdm2-MdmX inh,tim10-1 inh,CHOP UPR activ,Jurkat NFkB inh,tim23-1 inh,TIM10 inh,XBP1 UPR activ,697 NFkB inh
O=C(NC(=S)Nc1ccc2[nH]c(=O)[nH]c2c1)c1cccc(F)c1,17,-32,0.7,-5,-22,-3,0,-6
O=C(CSCc1ccccc1)N=Nc1c(O)[nH]c2ccccc12,-18,33,5.2,-17,28,31,4,4
COc1ccc(N(C(C)C(=O)N(C)Cc2ccccc2)S(C)(=O)=O)cc1 (stereo unspecified),0,12,0.0,3,11,12,-4,9
CCc1cc(=O)oc2cc(OCC(=O)N3CCC[C@H]3C(=O)O)ccc12,-14,1,2.4,1,12,1,0,17

# High-throughput results: PubChem, Sanford-Burnham Center for Chemical Genomics
